M4 PAM = positive allosteric modulators of human muscarinic M4 receptor | P08173 | CHO-K1 hM4/Gqi5, Fluo-8 calcium fluorescence, ACh EC20; 0% = ACh EC20, 100% = maximal ACh | activation, % at 3 µM | actives 0.4% (n = 360,000) | AID 624126;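 active means activation above its plate's cutoff, the mean activation of sample wells plus 3 SD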; further: some results filed as inactive read as strong as hits
Target sequence (P08173 whole entry, looked up): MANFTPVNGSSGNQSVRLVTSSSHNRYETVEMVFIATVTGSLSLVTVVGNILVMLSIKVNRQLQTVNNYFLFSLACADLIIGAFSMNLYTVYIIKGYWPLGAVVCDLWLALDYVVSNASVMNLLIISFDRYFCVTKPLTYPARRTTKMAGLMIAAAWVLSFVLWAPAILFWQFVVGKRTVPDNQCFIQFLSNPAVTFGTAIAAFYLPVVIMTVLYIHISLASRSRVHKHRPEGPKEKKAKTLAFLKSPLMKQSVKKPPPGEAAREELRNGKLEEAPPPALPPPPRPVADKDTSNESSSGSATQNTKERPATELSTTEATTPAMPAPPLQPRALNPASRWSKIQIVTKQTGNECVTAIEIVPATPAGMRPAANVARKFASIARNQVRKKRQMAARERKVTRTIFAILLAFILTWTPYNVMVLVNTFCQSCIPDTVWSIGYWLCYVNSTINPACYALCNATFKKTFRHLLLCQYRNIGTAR
CHRM1 antagonist = antagonists of human M1 muscarinic receptor; P11229; CHO-K1 hM1, Fluo-8 calcium fluorescence, ACh EC80 antagonist; actives 1.3% (n = 360,000); inhibition, % at 3 µM;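 active means percent inhibition above its own plate's cutoff, namely the mean of that plate's compound wells plus 3 SD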;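 further: peak over basal fluorescence ratio during 140 s after agonist addition; 0% = ACh EC80 plus DMSO and 100% = DMSO alone without agonist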
Target sequence (P11229 whole entry, looked up): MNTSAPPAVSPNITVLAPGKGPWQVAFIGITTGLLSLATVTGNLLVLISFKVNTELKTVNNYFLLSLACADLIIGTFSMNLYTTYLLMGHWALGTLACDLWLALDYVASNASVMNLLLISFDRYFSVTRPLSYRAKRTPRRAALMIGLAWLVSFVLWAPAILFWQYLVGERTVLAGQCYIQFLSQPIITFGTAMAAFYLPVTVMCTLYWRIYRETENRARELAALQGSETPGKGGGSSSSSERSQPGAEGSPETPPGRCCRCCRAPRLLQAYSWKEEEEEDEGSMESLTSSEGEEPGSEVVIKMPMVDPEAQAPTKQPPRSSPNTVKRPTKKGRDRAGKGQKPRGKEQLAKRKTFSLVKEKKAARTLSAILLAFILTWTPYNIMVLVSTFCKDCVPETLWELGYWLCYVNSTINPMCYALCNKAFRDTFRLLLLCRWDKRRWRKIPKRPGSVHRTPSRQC
M5 PAM = positive allosteric modulators of human muscarinic M5 receptor; P08912; CHO-K1 hM5, Fluo-8 calcium, ACh EC20 PAM; 0% = ACh EC20, 100% = ACh EC100; activation, % at 3 µM; actives 0.3% (n = 360,000); AID 624038;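 active means activation above the run cutoff, the mean activation of all test compounds plus 3 SD, cut at about 18% in these data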
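Test system: CHO-K1 hM5 cells / Doses: single-point, 3 µM nominal / Times: Post-acetylcholine fluorescence recording 140 s / Technique: Fluo-8 calcium fluorescence / Measure: Max/basal fluorescence ratio as % of EC20–EC100 ACh window / Benchmarks: low control EC20 acetylcholine (0%), high control EC100 acetylcholine (100%) / Replicates: one well per compound, no replicates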
CHRM5 agonist = CHRM5 agonism in calcium assay. CHO-K1 hM5 cells, Fluo-8 calcium fluorescence; 0% DMSO wells, 100% maximal acetylcholine response. activation, % at 3 µM. actives 0.19% (n = 360,000). AID 624037;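 active means activation above the run's mean over test compounds plus 3 SD, cut at about 23% in these data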;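 further: signal is peak over basal fluorescence ratio across the kinetic read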
M1 PAM = potentiates human M1 receptor response to acetylcholine. actives 0.088% (n = 360,000). CHO-K1 hM1, Fluo-8 calcium fluorescence, ACh EC20; 0% = ACh EC20, 100% = maximal ACh. activation, % at 3 µM. P11229; in the data active means activation above about 19%, passing the limit was not always enough
CHRM4 antagonist = antagonists of human muscarinic M4 receptor (CHRM4); P08173; CHO-hM4 cells, ACh EC80, Fluo-8 calcium fluorescence; inhibition, % at 3 µM; actives 0.73% (n = 360,000); AID 624125;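 active means inhibition above its plate's cutoff, the mean inhibition of sample wells plus 3 SD, cut at about 27% in these data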;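 further: 0% = acetylcholine EC80 with DMSO and 100% = DMSO without agonist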
CHRM4 agonist = CHRM4 agonism in calcium assay; P08173; CHO-K1 hM4/Gqi5, Fluo-8 calcium fluorescence; vehicle 0%, full acetylcholine response 100%; activation, % at 3 µM; actives 0.14% (n = 360,000); AID 624127;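 active means activation above the run mean over all test wells plus 3 SD, cut at about 32% in these data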;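 further: peak over basal fluorescence ratio per well then scaled between controls; 0% = DMSO wells and 100% = acetylcholine at EC100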
CHRM5 antagonist = CHRM5 antagonism in calcium assay; AID 624040; P08912; CHO-hM5 cells, Fluo-8 calcium fluorescence, ACh EC80; actives 0.59% (n = 360,000); inhibition, % at 3 µM;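 active means inhibition above a per-plate cutoff, the mean of that plate's test compounds plus 3 SD, cut at about 27% in these data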;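 further: 0% = acetylcholine EC80 with DMSO and 100% = DMSO without agonist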
CRFBP-R2 agonist = CRF-BP/CRF-R2 complex agonism; HEK293 CRF-R2/CRF-BP, calcium dye fluorescence (FLIPR); percent of saturating CRF peptide response; activation, % at 13.2 µM; actives 0.46% (n = 350,000); AID 588473;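 active means activation of at least 50%, plus an integration ratio under a set limit after plate pattern correction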;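 further: plate controls were neutral control wells without compound for no effect and CRF at EC100 for full effect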
The depositor's hits bear a star; · = no result given.

SMILES	M4 PAM	CHRM1 antagonist	M5 PAM	CHRM5 agonist	M1 PAM	CHRM4 antagonist	CHRM4 agonist	CHRM5 antagonist	CRFBP-R2 agonist
COc1ccccc1-n1cnc2cc(NCc3cccs3)ccc21	-12	-17	-1	-5	-2	13	2	2	0.7
COc1ccc(CN2CCC(C)(Oc3ccc4c(c3)OCO4)C2)c2ccccc12 (stereo unspecified)	-6	2	1	0	-1	-4	0	-9	·
Cc1ccc(CC(=O)Nc2ccccc2N2CCOCC2)cc1C	2	-5	-2	-6	4	9	0	3	-0.4
CCOC(=O)c1sc(N)c(C(=O)OC)c1C	-2	-7	5	1	1	-3	0	-7	0.5
COc1ccc(OC)c(NC(=O)CSC2=NCCS2)c1	-1	-3	-4	-3	5	2	3	-6	-1.2
Cc1ccc(S(=O)(=O)NNC(=O)c2ccncc2)cc1	-6	-6	-4	0	4	-6	1	1	0.8
COc1ccc(-c2n[nH]c(=S)n2N)c(OC)c1	5	-9	11	4	9	-7	2	-3	-0.4
CN(C(=O)CN1CCN(c2cc(-c3ccc(-c4ccccc4)cc3)ncn2)CC1)c1ccccc1	-8	24	-10	3	-10	9	15	18	·
COC(=O)c1ccc(/C=N\n2c(C)nnc2C)cc1	7	10	-8	2	1	7	2	-1	0.5
COc1cccc(/C=C2\SC(=S)N(c3cccnc3)C2=O)c1OC	4	-8	4	2	10	-2	0	1	0.3
COc1cc(N=Nc2c(O)c3ccccc3[nH]c2=O)c(OC)cc1N=Nc1ccccc1	-1	3	-3	0	5	-3	0	2	0.1
CCOC(=O)c1sc2nc(C)cc(C)c2c1N	51*	-4	-2	-3	10	28*	1	-2	-2.9
CC(=O)c1c(C(C)=O)c(C)n(NC(=O)c2ccc(Cl)cc2)c1C	-6	2	-6	0	0	8	1	4	-2.0
O=C(NCc1ccco1)C1CC(c2ccc(Cl)c(Cl)c2)=NO1 (stereo unspecified)	1	-15	-4	5	4	-2	8	8	-0.2
COc1ccc(OC)c(C(O)c2ncc(-c3ccccc3OC)[nH]2)c1 (stereo unspecified)	4	-19	-1	2	6	-13	1	1	·
Cc1ccc(F)cc1NC(=O)c1cccc(N(C)C)c1	20	-5	2	-3	5	3	0	-4	-2.1
O=[N+]([O-])c1ccc(N/N=C/c2ccc(O)c(O)c2O)c(S(=O)(=O)N2CCOCC2)c1	1	-1	-6	0	6	0	3	7	-1.5
CCOC(=O)C1=CCC(c2ccccc2)N(S(=O)(=O)c2ccccc2)C1 (stereo unspecified)	1	-4	-14	-6	3	-14	1	9	·
O=c1c2c(-c3ccccc3)csc2ncn1/N=C/c1c2ccccc2cc2ccccc12	-8	22	-7	0	-8	-16	2	1	9.9
CCSc1nc2cc(OC)c(OC)cc2c(=O)n1CCc1ccccc1	6	-4	-9	2	2	-5	1	5	0.6

Single records, from the list above. Values in the order: M4 PAM	CHRM1 antagonist	M5 PAM	CHRM5 agonist	M1 PAM	CHRM4 antagonist	CHRM4 agonist	CHRM5 antagonist	CRFBP-R2 agonist
CC(=O)c1c(C(C)=O)c(C)n(NC(=O)c2ccc(Cl)cc2)c1C reads -6	2	-6	0	0	8	1	4	-2.0
O=C(NCc1ccco1)C1CC(c2ccc(Cl)c(Cl)c2)=NO1 (stereo unspecified) reads 1	-15	-4	5	4	-2	8	8	-0.2
CCOC(=O)C1=CCC(c2ccccc2)N(S(=O)(=O)c2ccccc2)C1 (stereo unspecified) reads 1	-4	-14	-6	3	-14	1	9	·
O=[N+]([O-])c1ccc(N/N=C/c2ccc(O)c(O)c2O)c(S(=O)(=O)N2CCOCC2)c1 reads 1	-1	-6	0	6	0	3	7	-1.5
COc1ccc(OC)c(C(O)c2ncc(-c3ccccc3OC)[nH]2)c1 (stereo unspecified) reads 4	-19	-1	2	6	-13	1	1	·

(further entries)
SMILES	M4 PAM	CHRM1 antagonist	M5 PAM	CHRM5 agonist	M1 PAM	CHRM4 antagonist	CHRM4 agonist	CHRM5 antagonist	CRFBP-R2 agonist
CSc1nc(Sc2ccccc2Cl)c2ccccc2n1	2	-1	2	2	5	-4	-2	-5	0.6
Cc1ccc(CNC(=O)C(=O)NCC2OCCN2C(=O)c2cccs2)cc1 (stereo unspecified)	-10	-10	-8	-1	3	8	1	7	1.2
CCCn1c(N2CCN(CC(=O)NCc3cccs3)CC2)nc2ccccc21	0	-2	0	-11	6	-12	4	-8	-0.9
CCOc1ccc(/C=C2\SC(=O)N(CCNC(=O)C3COc4ccccc4O3)C2=O)cc1OC (stereo unspecified)	-26	32	-18	3	-19	17	17	22	-2.6
O=C(N/N=C/c1ccccc1O)c1cccc2ccccc12	1	-5	-1	2	2	1	3	1	0.0
Cc1ccc(C)c(NCCCCCCCC(=O)O)c1	-2	19	4	3	-8	-2	1	-3	·
NC(=S)NN=C(c1ccc(F)cc1)C1CC1	2	-15	3	3	13	-9	1	10	-0.3
Cc1ccc(C)c(NC(=O)CN2C(=O)NC(CCc3ccccc3)C2=O)c1 (stereo unspecified)	1	-5	1	-1	6	-2	1	8	2.7
COC(=O)c1[nH]cnc1C(=O)c1ccccc1	12	1	6	-1	1	-19	1	-8	2.7
CCOC(=O)CN1C(=O)S/C(=C/c2cc(C)n(-c3ccccn3)c2C)C1=O	1	5	0	0	-13	-6	4	-5	-1.0
COCC(=O)c1[nH]c2ccccc2c1C	7	-20	3	4	1	7	1	-3	-1.4
CC(C)c1ccc(NC2CCCN(C(=O)c3ccnn3C)C2)cc1 (stereo unspecified)	-1	-13	-3	-1	13	9	2	6	-0.5
Cc1ccc(S(=O)(=O)N(Cc2cccc(F)c2)C(=O)N2CCN(C)CC2)cc1	3	-4	2	-1	5	-7	0	3	-0.1
Cc1cc(C(=O)NNC(=O)CN2C(=O)NC3(CCCCC3)C2=O)c(C)o1	14	2	-13	1	-1	-2	1	10	-2.4
Cc1ccc(N2CC(C(=O)Nc3ccc(S(=O)(=O)NCC4CCCO4)cc3)CC2=O)cc1C (stereo unspecified)	3	-1	0	-5	0	-4	1	1	-0.2
O=C1CN(C(=O)CNCc2ccccc2Cl)c2ccccc2N1	-11	-5	0	-5	4	0	1	7	-1.8
CCOc1ccccc1-c1cc(-c2ccccc2)nc2c1c(=O)n(C)c(=O)n2C	8	-8	-2	-3	14	-4	-1	-1	5.8
CC(=O)NC(c1ccco1)c1ccc2cccnc2c1O (stereo unspecified)	-9	-10	-1	-6	6	9	0	-3	0.6
O=S(=O)(Nc1cccnc1)c1cc(Cl)ccc1Cl	4	1	1	-1	3	-4	1	-1	-0.5
CCOC(=O)c1[nH]c(C)c(C(=O)Nc2cc(Cl)ccc2C)c1C	-10	15	-16	-10	-16	-1	2	12	-3.6
Nc1ccc2c(c1)C(=O)c1cc(Cl)c(Cl)cc1-2	4	-6	6	0	3	-9	2	8	-2.4
COc1cccc(Oc2ccc(C(F)(F)F)cc2NC(=O)c2cccc(F)c2)c1	-10	-4	-5	-5	-16	-16	2	-2	16
CN1CCN(C(=O)c2ccc(-c3ccc(Br)cc3)o2)CC1	-1	-5	5	0	6	-7	1	0	-1.0
O=C(CCC(=O)N1CCCCC1)Nc1ccc(Cl)c(Cl)c1	1	-2	-1	0	5	-4	2	0	-0.6
Cc1noc(/C=C/c2nn(C)cc2Cl)c1[N+](=O)[O-]	20	-16	10	8	17	24	0	-11	-0.5
CC(=O)NC1CC2CCCC(C1)N2C(=O)Nc1cccc(C(C)=O)c1 (stereo unspecified)	-2	7	-4	-1	1	-4	0	10	0.5
N#CCCn1cc(/C=C(\C#N)c2nc3ccccc3s2)c(-c2ccc(F)cc2)n1	6	-10	-2	-2	7	-6	2	-1	0.4
O=C(CCS(=O)(=O)c1ccccc1)Nc1ccc2c(c1)C(=O)NC2=O	-3	8	-6	0	1	-6	0	5	-0.9
CC(Sc1nnnn1C1CC1)C(=O)N1CC(=O)Nc2ccccc21 (stereo unspecified)	4	-10	-5	0	10	-3	-1	2	-1.0
O=C(Nc1c2c(nc3ccccc13)CCCC2)c1ccccc1Br	-1	-1	-10	-2	-1	-6	5	6	0.8
Cn1cnc(C(=O)N2CCc3ccccc3C2)c1C(=O)N1CCc2ccccc2C1	7	-6	3	0	4	-7	1	0	0.6
CCC(=O)Oc1ccc(C2NC(=O)c3ccccc3O2)cc1OC (stereo unspecified)	-2	-9	9	5	11	8	2	-9	-1.1
COc1ccccc1NC1CCCCC1NS(=O)(=O)c1ccc(C)cc1 (stereo unspecified)	3	-2	0	-5	0	-10	0	2	0.7
Cc1nc2ccccc2c(=O)n1/N=C/c1ccc2ccccc2c1O	-8	-3	-2	-3	0	-3	1	5	-2.5
Cc1ccc(NC(=S)NC(=O)c2ccc(Br)o2)c(C)c1	-3	-7	-4	-1	11	3	0	-2	0.8
N#Cc1c(-c2ccc(F)cc2)nc2n(c1=O)CCS2	-7	9	0	-1	-5	10	0	5	-1.0
Cc1ccc(NC(=O)c2cc(NC(=O)/C=C\C(=O)O)ccc2N2CCCCC2)cc1	-4	-5	0	-1	5	7	-1	4	0.3
CCN(CC)S(=O)(=O)c1ccc(NCc2ccccn2)nc1	5	-15	-2	0	5	-6	0	5	-0.6
CCn1ncc(Br)c1C(=O)Nc1ccc(OC(F)(F)F)cc1	-6	2	-10	-1	-2	9	-1	8	-3.0
CCn1c(CC(=O)Nc2cccc(Cl)c2Cl)nnc1SCCOc1ccc(OC)cc1	16	-2	2	1	0	-2	4	-2	-3.6
O=S(=O)(c1ccc(Cl)cc1)N1CCCN(c2ccc(C(F)(F)F)cn2)CC1	0	2	-4	0	-5	-12	3	11	3.5
c1ccc(Cn2ncc3c(N4CCN(c5ccccc5)CC4)ncnc32)cc1	3	2	-1	2	-3	-11	11	2	·
CCOC(=O)C1=C(COC(=O)c2cc(S(=O)(=O)N3CCOCC3)ccc2F)NC(=O)NC1C (stereo unspecified)	3	7	-5	4	9	1	5	9	0.7
CCOC(=O)c1c(NC(=O)CSc2ncn[nH]2)sc(C)c1C	18	-10	9	5	14	-6	-3	-8	-2.4
CCOC(=O)C1=C(C)NC(=O)NC1c1ccc(C)o1 (stereo unspecified)	-2	-8	0	-1	9	-3	0	-2	-0.7
N#C/C(=C/c1ccc(CNS(=O)(=O)c2ccccc2)o1)C(=O)NCc1ccccc1	0	-2	-2	0	6	6	4	0	1.2
N#C/C(=C\c1c[nH]c2ccccc12)C(=O)NC1CC1	4	0	3	-4	0	-3	0	11	1.5
Cc1sc2c(c1C)C(O)=C(C(=O)Nc1ccccc1)S(=O)(=O)N2C	-12	-9	-1	-5	4	-10	8	1	-2.1
CS(=O)(=O)c1ccc(Cl)c(NC(=O)COC(=O)COc2ccc3c(c2)CCC3)c1	3	-5	6	-5	10	-2	1	2	-0.8
COc1ccccc1N(C(=O)NCc1ccccc1)C1=NCC(C)S1 (stereo unspecified)	10	-15	0	-2	3	-13	-1	-3	0.6
CC(CC(=O)O)CC(=O)NNC(=O)c1cccc(Br)c1 (stereo unspecified)	9	-3	-2	-1	4	-10	2	-5	-0.8
Cc1nc(N2CCCCC2)sc1C(=O)c1ccc(SCCO)c([N+](=O)[O-])c1	-10	16	-15	-5	-9	5	7	11	0.5
Cc1cc(/C=C(\C#N)C(=O)NCc2ccco2)c(C)n1C1CCCC1	-2	-1	-8	-3	2	0	3	5	-0.8
CC1(C)CC(=O)C/C(=N/NC(=O)CCCOc2ccc(Cl)cc2Cl)C1	1	0	6	-8	4	-4	1	-10	-0.2

Screening results from PubChem BioAssay.
